# Screens (PubChem)
# OX1R antag: blocks the human orexin 1 receptor | CHO/OX1R cells, Fluo-8 calcium fluorescence, orexin A | inhibition, % at 5 µM | actives 0.43% (n = 330,000) | AID 434989;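 active means inhibition above its plate's threshold, mean inhibition of all tested compounds on the plate plus 3 SD, cut at about 37% in these data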;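 further: 0% = orexin A challenge wells and 100% = SB-334867-A antagonist wells; not every result past the cut was called active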
# Target sequence (O43613 whole entry, looked up): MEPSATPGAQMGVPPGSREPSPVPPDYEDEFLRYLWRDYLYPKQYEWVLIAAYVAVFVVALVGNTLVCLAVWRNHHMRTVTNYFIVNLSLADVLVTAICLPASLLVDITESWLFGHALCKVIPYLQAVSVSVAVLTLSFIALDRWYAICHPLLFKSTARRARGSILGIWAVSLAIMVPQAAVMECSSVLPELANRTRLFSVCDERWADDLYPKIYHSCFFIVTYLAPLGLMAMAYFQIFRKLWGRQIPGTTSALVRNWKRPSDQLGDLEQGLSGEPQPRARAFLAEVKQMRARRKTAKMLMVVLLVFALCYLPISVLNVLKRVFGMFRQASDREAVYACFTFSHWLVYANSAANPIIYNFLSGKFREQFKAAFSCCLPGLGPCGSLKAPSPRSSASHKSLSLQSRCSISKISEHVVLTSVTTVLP
# CHT PAM: allosterically activates the human high affinity choline transporter; Q9GZV3; CHT-expressing cells, membrane potential dye, choline EC20; stronger effect = higher value; LV-AA mutant CHT in HEK293 cells; B-score at 10 µM; actives 0.49% (n = 310,000); AID 488977;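 active means initial fluorescence not abnormally high and integrated response B-score, plate-corrected, over 3 SD above library mean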
# Target sequence (Q9GZV3 whole entry, looked up): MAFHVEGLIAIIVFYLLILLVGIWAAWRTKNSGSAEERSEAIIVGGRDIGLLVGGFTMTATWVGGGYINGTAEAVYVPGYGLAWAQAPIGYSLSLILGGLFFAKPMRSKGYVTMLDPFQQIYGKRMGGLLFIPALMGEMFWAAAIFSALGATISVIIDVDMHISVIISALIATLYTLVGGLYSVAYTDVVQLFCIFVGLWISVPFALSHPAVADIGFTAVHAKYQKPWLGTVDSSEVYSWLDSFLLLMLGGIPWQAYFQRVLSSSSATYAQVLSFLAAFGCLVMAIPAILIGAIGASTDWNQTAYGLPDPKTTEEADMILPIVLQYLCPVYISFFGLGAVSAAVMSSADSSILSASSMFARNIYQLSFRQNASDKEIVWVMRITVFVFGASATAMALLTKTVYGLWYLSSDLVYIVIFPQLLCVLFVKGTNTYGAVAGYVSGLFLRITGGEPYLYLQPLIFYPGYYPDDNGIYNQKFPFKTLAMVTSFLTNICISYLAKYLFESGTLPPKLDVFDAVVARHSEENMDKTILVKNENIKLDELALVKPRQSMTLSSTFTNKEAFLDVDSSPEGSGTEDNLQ
# The depositor's hits bear a star; i = inactive; . = not tested or not shown. Outcome played no part in choosing rows, and some 0.83% of all compounds hit somewhere here.
SMILES,OX1R antag,CHT PAM
CCN(CC)P(=O)(Nc1ccccc1Br)c1ccc(N(C)C)cc1NC(=O)c1ccco1 (stereo not given),-9,i
CCCOc1ccc(C(=O)NC(C)C(=O)O)cc1 (stereo not given),-12,i
CCc1cc(=O)oc2cc(C)cc(OC(C)C(=O)NCCCN3CCOCC3)c12 (stereo not given),-2,i
CCCOc1ccc(N2C(=O)CC(N(O)c3ccccc3)C2=O)cc1 (stereo not given),-32,i
Cc1cccc(NC(=O)CC2C(=O)NC3CCCCC3N2C(=O)c2ccccc2Cl)c1 (stereo not given),-33,i
O=C(NCCCN1CCOCC1)C1CCN(S(=O)(=O)c2c(Cl)cccc2Cl)CC1,-15,i
Cc1occc1C(=O)NCCc1ccc(Cl)cc1,-35,i
CN(c1ccccc1)S(=O)(=O)c1ccc(NC(=S)NC(=O)c2ccccc2)cc1,-14,i
CC(=O)Nc1ccc(NC(=O)CSc2nnc(-c3ccco3)n2Cc2ccco2)cc1,-20,i
CCCOc1ccc(C2=CSC3=NCCN23)cc1,-14,i
O=C(NCc1ccc(Cl)cc1)c1ccc(NC(=O)C2CCCO2)cc1 (stereo not given),-7,i
COc1ccc(N2CCN(c3ccc(NC(=O)/C=C\C(=O)O)cc3)CC2)cc1,-11,i
Cc1cc(C(=O)Nc2c(C)nn(Cc3ccccc3)c2C)on1,-12,i
CCOC(=O)/C(=C\c1c[nH]c2ccccc12)NC(C)=O,-3,i
CCCCNC(=O)Cn1cnc2sc(C)c(S(=O)(=O)N3CCN(c4ncccn4)CC3)c2c1=O,-22,i
O=C(NC1CCCCC1)C(c1ccccn1)N(C(=O)c1csnn1)c1ccccc1F (stereo not given),-13,i
CC(C)(C)c1ccc(-c2nnc(SCC(=O)Nc3sc4c(c3C#N)CCCC4)o2)cc1,-25,i
O=C(Cn1ccc2ccccc2c1=O)NCC(=O)N1CCCCC1,-4,i
O=C(NC1CCCCCC1)C1CCN(C(=O)c2ccc(Br)cc2)CC1,-12,i
Cc1cccc(C)c1NC(=O)c1ccc(-n2cncn2)nc1,-8,i
O=c1c2ccccc2cnn1Cc1n[nH]c(=S)n1-c1ccc(F)cc1,-13,i
Cc1cc(C)nc(N2CCC(C(=O)NNC(=O)c3ccc(Cl)cc3)CC2)n1,-18,i
CCC1CCCCN1C(=O)c1nn2cccnc2c1Cl (stereo not given),-10,i
CC1CCCCN1c1nnc(NC(=O)c2cc(-c3ccc(Br)cc3)on2)s1 (stereo not given),-29,i
Cc1ccnc(N2C(=O)c3cccc4c([N+](=O)[O-])ccc(c34)C2=O)c1,12,i

# Remaining list, next part.
SMILES,OX1R antag,CHT PAM
CC1CN(C(=O)C2CC2)C(C)CN1C(=O)C1CC1 (stereo not given),-4,i
Cc1cc(C)cc(-n2ncc3c2CCCC3NC(=O)CN2CCCCC2=O)c1 (stereo not given),-16,i
O=[N+]([O-])c1ccccc1CNCCO,-8,i
O=C(Nc1cccc2ccccc12)/C(=C\c1cccc([N+](=O)[O-])c1)NC(=O)c1cccs1,19,i
O=C(CSc1nncc2ccccc12)Nc1cccc(C(=O)O)c1,-9,i
Cc1ccc(CN2CC(C(=O)NCCCSc3ccccc3)CC2=O)cc1 (stereo not given),-28,i
Cn1nnnc1SCC(=O)Nc1ccc(Oc2ccc(Cl)cc2)cc1,-5,i
COc1ccc(/C=C/C(=O)OCC(=O)c2ccc(S(=O)(=O)N3CCCCC3)cc2)cc1OC,-8,i
COc1ccc(NC(=O)c2ccccc2)c([N+](=O)[O-])c1,-13,i
NC(=O)C(c1ccc(Sc2ccccc2)nn1)c1ccc(Cl)cc1Cl (stereo not given),-34,i
Cc1ccc(C)c(OCCC(=O)OCC(=O)Nc2ccc(C)c(S(=O)(=O)N3CCCCC3)c2)c1,-18,i
O=C(Nc1ccc2c(c1)OCO2)c1cc(-c2ccccc2Cl)on1,-3,i
Cc1ccc(-c2nc(CS(=O)(=O)CC(=O)N3CC(C)CC(C)C3)c(C)o2)cc1 (stereo not given),-43,i
COc1cc(OC)cc(C(=O)OC/C(O)=C(\C#N)c2nc3ccccc3[nH]2)c1,-24,i
CCc1ccc(C(=O)NNC(=O)C2CSC3(C)CCC(=O)N23)cc1 (stereo not given),-3,i
COc1cccc(NC(=O)CC(=O)c2ccc([N+](=O)[O-])cc2)c1,-11,i
Cc1nn(CC(=O)c2ccc(Cl)cc2Cl)c(C)[n+]1N,-7,i
Cc1ccc(S(=O)(=O)N2CCCCC2)cc1NC(=O)CSCC(=O)O,-9,i
CCOC(=O)C1=NN(N=O)C2(CC(=O)N(c3cc(C)cc(C)c3)C2=O)C1 (stereo not given),-20,i
C#CC(C)(CC)NC(=O)c1cc(OC)c(OC)c(OC)c1 (stereo not given),-11,i
Cc1nc2ccc(NC(=O)c3cnc(Cl)c(Cl)c3)cc2s1,-24,i
COC(=O)C1CN(C(=O)C(C)Oc2ccc(C(C)C)cc2)c2ccccc2O1 (stereo not given),-10,i
O=C(NC(=S)NNC(=O)c1cnccn1)c1ccc(Cl)cc1,-11,i
CCN=C1S/C(=C\c2cn(C(C)=O)nc2-c2ccccc2)C(=O)N1CC,-23,i
COc1cc(NC(C)=O)c2ncccc2c1[N+](=O)[O-],-3,i

# Looked up one by one from the list above:
SMILES,OX1R antag,CHT PAM
COC(=O)C1CN(C(=O)C(C)Oc2ccc(C(C)C)cc2)c2ccccc2O1 (stereo not given),-10,i
CC1CN(C(=O)C2CC2)C(C)CN1C(=O)C1CC1 (stereo not given),-4,i
CCCOc1ccc(C2=CSC3=NCCN23)cc1,-14,i
Cc1nc2ccc(NC(=O)c3cnc(Cl)c(Cl)c3)cc2s1,-24,i

# (list continues)
SMILES,OX1R antag,CHT PAM
CNC(=O)c1ccccc1S(=O)(=O)c1ccccc1C#N,0,i
Cc1ccc(CNC(=O)CN2C(=O)NC3(CC(C)CC(C)(C)C3)C2=O)cc1 (stereo not given),-22,.
CCOc1ccc(S(=O)(=O)NCc2ccccn2)cc1NC(=O)c1ccccc1,-30,i
Cc1ccc(C(=O)OCC(=O)N(C)c2ccccc2)cc1C,-3,i
CN(C(=O)CN1C(=O)NC(C)(CCc2ccccc2)C1=O)c1ccccc1 (stereo not given),-11,i
COCC(=O)Nc1nc2ccccc2s1,-17,i
O=C(CNC(=O)c1ccc(S(=O)(=O)N2CCCC2)cc1)N/N=C/c1c(Cl)cccc1Cl,-1,i
OC(COCc1ccccc1)CN1CCN(c2ccccc2)CC1 (stereo not given),-25,i
COC(=O)c1cccc(NC(=O)c2cnn(C)c2)c1,-1,i
O=C(NCc1ccccc1)C1C2C=CC3(CN(Cc4cccnc4)C(=O)C13)O2 (stereo not given),-3,i
O=C(NCCc1ccccc1)c1ccc(=O)[nH]c1,5,i
Cc1ccc(SCCNC(=O)c2ccc(C)c(S(=O)(=O)Nc3ccccc3C)c2)cc1,20,i
CCCCn1c(N)c(N(CCOC)C(=O)c2ccc3c(c2)C(=O)N(c2ccccc2C)C3=O)c(=O)[nH]c1=O,-20,i
CCOC(=O)c1ccc(N2CCOCC2)c(NS(=O)(=O)c2ccc(F)cc2)c1,-28,i
CC(=O)n1c2ccccc2c2nc(NC(C)C)sc21,-27,i
CN1/C(=C\C(=O)Nc2ccc(Cl)cc2)C(C)(C)c2ccccc21,-33,i
CC1Sc2ccc(S(=O)(=O)CCC(=O)N3CCCC3)cc2NC1=O (stereo not given),-4,i
C1CCN(CCCNC2C3CC4CC(C3)CC2C4)C1 (stereo not given),8,i
COc1cccc(-c2ccc(SCC(=O)N3CCc4ccccc43)nn2)c1,-36,i
COc1ccc(N2CCN(S(=O)(=O)c3cc4c(cc3C)NC(=O)CO4)CC2)cc1,-17,i
O=C1CN(C(=O)NCC(=O)N[C@H](C(=O)O)c2ccccc2)c2ccccc2N1,2,i
C[C@H](CO)N1C[C@H](C)[C@@H](CN(C)S(=O)(=O)c2cccs2)Oc2ccc(NC(=O)Cc3ccccc3)cc2C1=O,-18,.
COc1ccccc1Nc1nc(N)nc(CSC(=S)N2CCOCC2)n1,-11,i
CCOC(=O)N1CCN(c2ncnc3c2oc2nc(C(C)C)c4c(c23)CCC4)CC1,-3,i
Cc1cccc(OC(=O)CCN2C(=O)C3C4C=CC(C5CC45)C3C2=O)c1C (stereo not given),-20,i

# Later entries
SMILES,OX1R antag,CHT PAM
CCOC(=O)/C(=N\Nc1ccc(Br)cc1)N1CC(C)OC(C)C1 (stereo not given),-26,i
Nc1nc(SCn2nnc3ccccc3c2=O)n[nH]1,-1,i
Cc1ccc(OC(=O)c2ccccc2C(=O)OCC(F)(F)C(F)F)cc1,-27,i
CCOC(=O)Cn1c(=N)n(CCOc2cccc(C)c2)c2ccccc21,-8,i
COc1ccc(Cl)cc1NC(=O)c1nnn(CC(=O)Nc2ccc3c(c2)OCO3)c1N,-3,i
Cc1ccc(-n2nc(C)c(C(=O)O)n2)c(C)c1,-13,i
Cc1ccc(NS(=O)(=O)c2ccc(OCC(=O)NCc3ccncc3)cc2)cc1,-11,i
N#Cc1ccccc1S(=O)(=O)N1CCN(C(=O)C2CC(=O)N(c3ccc4c(c3)OCCO4)C2)CC1 (stereo not given),-21,.
CCCCCCOC(=O)C1=C(C)NC(=O)NC1c1ccc(O)cc1 (stereo not given),-28,i
O=C(Cc1c(O)c2ccccc2[nH]c1=O)NCc1cccc(F)c1,-14,i
COc1cc2sc(-c3ccccc3OC)c(-c3ccc(OCCN4CCCCC4)cc3)c2cc1OC,4,.
COc1ccc(C(=O)Nc2ccccc2-c2nnn(CC(=O)Nc3ccc4c(c3)OCCO4)n2)cc1,-20,i
Cc1cccc(OCC(=O)Nc2nnc(-c3ccco3)s2)c1,8,i
CCC(CC)C(=O)Nc1cc(=O)n(C)c(=O)n1C,-3,i
CCOC(=O)[C@H]1[C@H]2COc3ccc(Br)cc3[C@@H]2N2C(=O)CN(CC3CCCO3)C(=O)[C@@]12C (stereo not given in full),-15,.
NC(=O)Nc1ccc(C(=O)OCC(=O)Nc2cccc(S(=O)(=O)NC3=NCCCCC3)c2)cc1,-4,i
CC(OC(=O)c1cc(=O)[nH]c2ccccc12)C(=O)Nc1ccc(Cl)cn1 (stereo not given),-4,.
Cn1c(-n2c(-c3ccco3)nc3ccccc3c2=O)nc2ccccc21,-32,i
Cc1nc(-c2ccccc2)sc1-c1nnc(C2CC2)o1,-14,i
Cc1ccc(C)c(N2CCN(CC(=O)Nc3ccc4[nH]c(=O)[nH]c4c3)CC2)c1,-11,i
Cc1ccc2nc(SCC(=O)N(C)C3CCS(=O)(=O)C3)[nH]c2c1 (stereo not given),0,.
CCOC(=O)N1CCC(N2CCN(c3cc(C)ccc3C)CC2)CC1,-13,i
O=C(CSc1nc2ccc(Nc3nc(N4CCOCC4)nc(N4CCOCC4)n3)cc2s1)N1CCOCC1,-18,i
CCn1c2ccccc2c2cc(NC(=O)COC(=O)c3ccccc3O)ccc21,-6,i
COc1ccc(S(=O)(=O)N2CCOC2CNC(=O)C(=O)NCc2ccco2)cc1C (stereo not given),-7,i

# (cont.)
SMILES,OX1R antag,CHT PAM
CCC1OC23CCCCC2C(C#N)(C(=N)O3)C1(C#N)C#N (stereo not given),-7,i
C=CC[C@@H](CC(=O)OC(C)(C)C)C(=O)OC[C@H]1CCCN1C(=O)[C@@H](CC=C)CC(=O)N(CCO)Cc1ccccc1,-14,.
Cc1ccc(C(=O)NNC(=O)c2ccccc2)cc1S(=O)(=O)N1CCCCC1,-24,.
CS(=O)(=O)N1CCCC(C(=O)Nc2c(F)cccc2F)C1 (stereo not given),13,i
COc1ccc(C2SCC(=O)N2c2ccc(OC)cc2)cc1 (stereo not given),-29,i
C=CCn1c(SCc2nc3ccccc3[nH]2)nnc1-c1ccccn1,-23,i
CC(C)CCNC1=CC(=O)CC(c2ccccc2)C1 (stereo not given),-12,i
O=C1N(Cc2ccc(F)cc2Cl)c2ccccc2C12OCCCO2,-31,i
N#Cc1ccc(S(=O)(=O)N2CCC(C(=O)Nc3cccc(C(=O)NC4CC4)c3)CC2)cc1,-18,.
CCCCNC(=O)c1ccccc1SCC(=O)NC1CCCCCCC1,-16,.
Cc1ccc(O)c(CCc2ccc(O)cc2)n1,-2,i
NC(=S)N=Nc1c(O)n(Cc2ccc(F)cc2)c2ccccc12,-9,i
COc1ccc(CC(=O)OCC(=O)Nc2cc(Cl)ccc2C)cc1,-17,.
CC(C)NC(=O)NC(=O)COC(=O)c1cc(S(=O)(=O)N2CCCCC2)ccc1N1CCOCC1,-26,i
Cn1c(CCc2nc3ccccc3[nH]2)nnc1SCC#N,-4,i
Cc1nc(/N=C(\N)N(C)C)[nH]c(=O)c1C,-10,i
CCn1c(SCc2cccnc2)nnc1-c1c[nH]c2ccccc12,-34,i
O=C(c1ccccc1)[C@@H]1[C@@H](C(=O)c2ccc(F)cc2)[C@@]2(C(=O)Nc3ccccc32)[C@H]2c3ccccc3C=CN12,-1,i
CCOc1ncccc1C(=O)Nc1cc(S(=O)(=O)N(CC)CC)ccc1N1CCOCC1,-14,.

# Record cards (already shown):
# Shown for CCCCNC(=O)c1ccccc1SCC(=O)NC1CCCCCCC1 : OX1R antag = -16; CHT PAM = .
# Shown for O=C1N(Cc2ccc(F)cc2Cl)c2ccccc2C12OCCCO2 : OX1R antag = -31; CHT PAM = i
# Shown for CCn1c(SCc2cccnc2)nnc1-c1c[nH]c2ccccc12 : OX1R antag = -34; CHT PAM = i

# 3 entries from above, arranged by the value under OX1R antag, largest number first:
Compound,OX1R antag
CS(=O)(=O)N1CCCC(C(=O)Nc2c(F)cccc2F)C1 (stereo not given),13
O=C(Nc1ccc2c(c1)OCO2)c1cc(-c2ccccc2Cl)on1,-3
Cc1occc1C(=O)NCCc1ccc(Cl)cc1,-35

# Looked up above:
# For OX1R antag, `N#Cc1ccc(S(=O)(=O)N2CCC(C(=O)Nc3cccc(C(=O)NC4CC4)c3)CC2)cc1` is listed with -18
# For OX1R antag, `CCOc1ncccc1C(=O)Nc1cc(S(=O)(=O)N(CC)CC)ccc1N1CCOCC1` is listed with -14
